Source: PubChem BioAssay
CHT allo act = allosteric activators of human choline transporter CHT; CHT-expressing cells, membrane potential dye, choline EC20; active compounds read high; LV-AA mutant CHT in HEK293 cells; 310,000 compounds, 0.49% hits; B-score at 10 µM; AID 488977;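 active = initial fluorescence not abnormally high and integrated response B-score, plate-corrected, over 3 SD above library mean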
Target sequence (Q9GZV3 whole entry, looked up): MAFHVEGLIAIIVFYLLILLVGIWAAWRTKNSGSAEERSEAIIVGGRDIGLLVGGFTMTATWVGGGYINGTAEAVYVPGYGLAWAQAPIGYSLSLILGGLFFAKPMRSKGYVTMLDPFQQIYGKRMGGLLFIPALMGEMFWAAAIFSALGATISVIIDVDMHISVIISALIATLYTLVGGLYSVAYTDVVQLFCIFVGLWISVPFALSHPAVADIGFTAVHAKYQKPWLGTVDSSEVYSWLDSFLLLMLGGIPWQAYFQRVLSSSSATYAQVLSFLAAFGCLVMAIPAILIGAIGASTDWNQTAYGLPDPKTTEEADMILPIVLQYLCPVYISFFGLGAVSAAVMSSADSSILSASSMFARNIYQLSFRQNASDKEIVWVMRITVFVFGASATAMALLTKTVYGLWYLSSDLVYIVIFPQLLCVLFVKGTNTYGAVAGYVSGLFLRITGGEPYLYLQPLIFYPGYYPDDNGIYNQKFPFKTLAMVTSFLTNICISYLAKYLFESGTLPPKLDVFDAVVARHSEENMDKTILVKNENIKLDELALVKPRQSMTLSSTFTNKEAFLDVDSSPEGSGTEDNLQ
OX1R antag = antagonists of human orexin 1 receptor | CHO/OX1R cells, Fluo-8 calcium fluorescence, orexin A | inhibition, % at 5 µM | 330,000 compounds, 0.43% hits | AID 434989;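 active = inhibition above its plate's threshold, mean inhibition of all tested compounds on the plate plus 3 SD, cut at about 37% in these data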;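 note: 0% = orexin A challenge wells and 100% = SB-334867-A antagonist wells; not every result past the cut was called active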
Target sequence (O43613 whole entry, looked up): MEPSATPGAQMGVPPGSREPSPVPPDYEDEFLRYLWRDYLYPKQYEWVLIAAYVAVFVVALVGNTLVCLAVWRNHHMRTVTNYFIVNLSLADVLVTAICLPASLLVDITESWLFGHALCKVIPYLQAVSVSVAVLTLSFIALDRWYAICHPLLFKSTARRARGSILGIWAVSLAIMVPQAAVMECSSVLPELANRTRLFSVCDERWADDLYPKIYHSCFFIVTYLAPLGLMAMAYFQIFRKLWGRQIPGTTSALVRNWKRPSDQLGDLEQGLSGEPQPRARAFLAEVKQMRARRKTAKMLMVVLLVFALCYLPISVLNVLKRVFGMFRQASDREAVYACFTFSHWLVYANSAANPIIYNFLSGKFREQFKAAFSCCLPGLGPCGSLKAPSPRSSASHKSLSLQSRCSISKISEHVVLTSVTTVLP
The depositor's hits bear a star; i = inactive; x = no result given. Some of the compounds tested; rates above refer to the full screens.

SMILES | CHT allo act | OX1R antag
CC(C)[C@H]1C(=O)O[C@@H]2CCN3CC=C(COC(=O)[C@](C)(O)[C@]1(C)O)[C@H]23 | i | -3
Cn1c(O)c(C2=NN(C(=O)CCl)C(c3ccccc3)C2)c(=O)n(C)c1=O (stereo not given) | i | -4
CCOC(=O)C(O)(c1ccc(NC(=O)NC2CCCCC2)cc1)C(F)(F)F (stereo not given) | i | -1
COC(=O)C1=C(c2cccc3c2S(=O)(=O)c2ccccc2-3)C[C@@H]2CC[C@H]1N2C(=O)N1CCc2cc(OC)c(OC)cc2C1 | x | -8
Cc1nc2cc(-c3ccccc3)nn2c(C)c1CCC(=O)N1CCC2(CC1)OCCO2 | i | -14
O=c1[nH]c(=O)n(-c2ccc(Br)cc2)c(O)c1C=NCCN1CCCCC1 | i | -23
COc1cccc(C2(O)CCSCC2CN(C)C)c1 (stereo not given) | i | -12
NC(=O)OCCCc1ccccc1 | i | 8
CC[N+](CC)(CC#CCO)CC#Cc1ccccc1 | i | -3
Cc1cccc(NC(=O)N2CCCC2)c1 | i | 8
N#Cc1c(/N=C/c2ccc(O)cc2O)sc2c1C1CCN2CC1 | i | -11
CC1COC2N=C(N[N+](=O)[O-])NC2O1 (stereo not given) | i | -2
O=C(O)C1C(C(=O)O)C2(Cl)C(Cl)=C(Cl)C1(Cl)C2(Cl)Cl (stereo not given) | x | -9
COc1cc(N2CCOCC2)ccc1/C=C1\C(=O)NC(=O)N(Cc2cccs2)C1=O | i | -2
Cc1noc(C)c1CSCC(=O)Nc1ccc(C#N)c(Cl)c1 | x | -3
N#CC[N+]1(CCCNP2(=O)C=C(c3ccccc3)OC(c3ccccc3)=C2)CCOCC1 | i | -12
COc1cccc(CN2CCN(C(=O)COc3ccc4ccccc4c3)CC2)c1 | i | -27
Cc1cccc(-n2c(O)c(/C=C3/C(c4ccccc4)=Nc4ccccc43)c(=O)[nH]c2=O)c1 | i | -25
O=[N+]([O-])c1cc(F)c(N2CCCC2)cc1Br | i | 15
CC(C)OP(=O)(OC(C)C)C(O)c1cccnc1 (stereo not given) | i | -8
CCCCn1c(=O)c(C(=O)Nc2ccccc2C)c(O)c2ccccc21 | i | -8
CC(=O)OC1(c2ccccc2)CCN(C)C(C)C1C (stereo not given) | i | -5
CN(C)c1ccc(CCN2CCOCC2)cc1 | i | 7
COC(=O)C1=C(c2cccc(C#N)c2)C[C@@H]2CC[C@H]1N2C(=O)N1CCc2cc(OC)c(OC)cc2C1 | x | -36
O=C(NCCN1CCCCC1)c1ccc(Cl)nc1Cl | i | -5
(list continues)
SMILES | CHT allo act | OX1R antag
N#CCCn1cc(C(=O)NCc2ccccc2)c(-c2ccc3c(c2)OCCO3)n1 | i | -12
CCCS(=O)(=O)N1CCC(C(=O)N2CCC3(CC2)OCCO3)CC1 | i | -3
COc1ccc(-c2cc(=Nc3cccc(C(=O)O)c3)c3cc(C)ccc3o2)cc1 | i | -9
Cc1oc(-c2ccccc2Cl)nc1CN1C(=O)CN=C(c2ccccc2)c2ccccc21 | i | -17
CC1(C)CC(=O)C2=C(C1)NC(=O)C21C(C(=O)OC(C)(C)C)=C(N)Oc2ccc(Br)cc21 (stereo not given) | i | -13
COCc1c(CN)cnc(C)c1N | i | 1
COc1ccccc1N1CCN(Cc2ccc(Br)s2)CC1 | i | -31
O=[N+]([O-])c1c2ccccc2cc2ccccc12 | x | 10
Cc1cc(C=O)c(C)n1C(C)C | i | -4
CN(C)CCN=Cc1c(O)n(Cc2ccc3c(c2)OCO3)c(=S)[nH]c1=O | i | -9
COc1ccc(-n2nc(C(=O)NCC(=O)N3CCC4(CC3)OCCO4)c3ccccc3c2=O)cc1 | i | -32
Clc1ccc(CNC2CN3CCC2CC3)cc1 (stereo not given) | i | 10
O=c1[nH]c(O)c(C=NC2CCN(Cc3ccccc3)CC2)c(=O)[nH]1 | i | -5
CCC(=NCCCN1CCOCC1)c1c(O)n(Cc2ccccc2)c(=O)[nH]c1=O | i | 5
CCOc1ccccc1-n1c(O)c(C=Nc2c(C)n(C)n(-c3ccccc3)c2=O)c(=O)[nH]c1=O | i | -12
COC(=O)C1=C(c2ccc(F)cc2F)C[C@@H]2CC[C@H]1N2C(=O)NC1CC1 | x | 0
COC(=O)C1=C(c2ccc(S(C)(=O)=O)cc2)C[C@@H]2CC[C@H]1N2C(=O)NCc1ccco1 | i | 3
O=P(N1CCCCC1)(N1CCCCC1)C(Cl)(Cl)Cl | i | 3
CCC(=NCc1ccco1)c1c(O)n(C)c(=O)n(C)c1=O | i | 12
CC(Cc1ccccc1Sc1ccccc1)N(C)C (stereo not given) | i | -19
CC(C)(CN)CC(=O)O | i | -8
COc1cccc2c1O[C@H]1C(=O)CC[C@H]3CN(C)CCC231 (stereo not given in full) | i | -1
Cc1ccc2c(c1)C(c1ccccc1)=NCC(=O)N2 | i | -1
CCCCCCCn1c(=O)c(C(=O)Nc2cnccn2)c(O)c2ccccc21 | i | 0
O=C(O)C(Cl)(Cl)Cl | i | 4
(continued)
SMILES | CHT allo act | OX1R antag
CCn1c(C)c(C(=O)NCCc2ccccc2)c2cc(OC)ccc21 | i | x
COC(=O)C1C(O)C(C)C(O)C(C)/C=C\C=C(/C)C(=O)Nc2c(C)c(OC(C)=O)c3c(c2O)C(=O)C(C)=C2OCOC(=C23)/C(C)=C/C(C)(O)C(O)C(C)C1O (stereo not given) | i | -23
CCOc1cc2c(cc1OCC)-n1cccc1C(c1ccccc1F)NC2 (stereo not given) | i | -24
CC(=NCc1ccc2c(c1)OCO2)c1c(O)n(-c2ccc(C)cc2)c(=O)[nH]c1=O | i | -25
CCCCC(=O)N/N=C/c1c(O)n(CC)c(=S)n(CC)c1=O | i | -10
C[N+](C)(C)CC(=O)Nc1ccc(Cl)cc1C(=O)c1ccccc1 | i | -10
CN(C)CCCNCC(=O)Nc1ccc(Cl)cc1C(=O)c1ccccc1 | i | -11
CCCC[n+]1cc(=N)o[n-]1 | i | -6
C#CC[N+]1(C)[C@@H]2CC(OC(=O)C(CO)c3ccccc3)C[C@H]1C(O)C2 (stereo not given in full) | i | -10
COc1ccc(CCNC(=O)COC(=O)Cc2ccccc2)cc1 | i | -69
N[C@@H](Cc1cc(Br)c(O)c(Br)c1)C(=O)O | i | 1
CC1CN=C(Nc2ccccc2)S1 (stereo not given) | i | -4
COC(=O)C1=Nc2ccccc2/C1=C\c1c(O)n(-c2cc(OC)ccc2OC)c(=O)[nH]c1=O | i | 1
CCCCn1c(O)c(C=NCCCn2ccnc2)c(=O)[nH]c1=O | i | -21
O=C(COC(=O)Cc1ccccc1)Nc1cc(S(=O)(=O)N2CCOCC2)ccc1N1CCCC1 | i | -5
COC(=O)C1=C(c2cccc(OCc3ccccc3)c2)C[C@@H]2CC[C@H]1N2C(=O)NCc1ccc(OC)cc1 | x | 18
CC(C)OC(=O)Cc1ccccc1 | x | -4
COC(=O)C1=C(c2cccc(OC)c2OC)C[C@@H]2CC[C@H]1N2C(=O)NCc1ccco1 | i | -32
CCCc1nc2ccccc2c(=O)n1-c1ccc(O)cc1 | i | -13
CC1=C(C(=O)N2CCC3(CC2)OCCO3)C2(CCC(C)CC2)OC1=O (stereo not given) | i | -25
CC(=O)OC(C)(C)/C=C/C(=O)[C@](C)(O)C1[C@H](O)C[C@@]2(C)C3CC=C4C(C[C@H](O)C(=O)C4(C)C)[C@]3(C)C(=O)C[C@]12C (stereo not given in full) | x | -35
Cc1ccc(N)cc1N | x | -7
CCOc1ccc(Cc2c(O)[nH]c(=O)[nH]c2=O)cc1 | i | -3
CN(C)c1ccc(N=Cc2c(O)n(CCC3=CCCCC3)c(=O)[nH]c2=O)cc1 | i | -3
CN1CC(C(=O)c2ccccc2)C(C(=O)c2ccccc2)C1 (stereo not given) | i | -21
Remaining list, next part.
SMILES | CHT allo act | OX1R antag
COc1ccc(CCNCC2CCCO2)cc1 (stereo not given) | i | -16
COC(=O)C1=C(c2ccc(F)cc2OCc2ccccc2)C[C@@H]2CC[C@H]1N2C(=O)NCc1ccc(C(C)(C)C)cc1 | x | -21
COCCn1c(-c2ccccc2)cc(C(=O)O)c1C | i | -9
CCN(CC)P(=O)(c1n(CC)cc[n+]1CC)N(CC)CC | i | -2
COc1ccc(OC)c(N=Cc2c(O)[nH]c(=O)[nH]c2=O)c1 | i | -3
Oc1cc2c(cc1CN1CCN(c3ccccc3)CC1)OCO2 | i | 4
Cc1cccc(C)c1NC1=NCCCCS1 | i | 5
Nc1c2c(nc3sc4c(c13)CCCC4)CCCC2 | i | -17
CCOc1cc(/C=C2\C(=O)NC(=O)N(C)C2=O)cc([N+](=O)[O-])c1O | i | 3
O=C(Nc1ccc(F)cc1F)c1cccnc1Oc1cccc(C(F)(F)F)c1 | i | -20
Clc1ccc(-c2nc3ccc(Cl)cn3c2CN2CCCCC2)cc1 | i | x
Cc1ccc(N)c(C(=O)c2ccccc2)c1 | i | -20
Cc1ccccc1C(O)(Cc1ccccc1)C1CN2CCC1CC2 (stereo not given) | i | -16
CCOC(=O)c1cccc(-[n+]2c(-c3ccccc3)cc(-c3ccccc3)cc2-c2ccccc2)c1 | i | 6
COc1cccc(OC)c1CN1CCCC(C(=O)c2cccc(Cl)c2)C1 (stereo not given) | i | -29
CNC(=O)N(C)c1ccc(C(O)(C(=O)OC)C(F)(F)F)cc1 (stereo not given) | i | -14
CC1(O)CCN2C(=O)CCc3cccc1c32 (stereo not given) | x | 4
CCOc1ccc(-c2cc(C)[n+](CCN3CCOCC3)c(-c3ccc(OCC)cc3)c2)cc1 | i | -23
O=P(Oc1ccccc1)(Oc1ccccc1)N1CCN(c2ccc(F)cc2)CC1 | i | -12
O=c1c2ccccc2nc(-c2cccs2)n1-c1cnccn1 | i | -26
COc1ccc(-n2c(/C=C/c3ccc(O)c(O)c3)nc3ccccc3c2=O)cc1 | i | 2
Nc1c2c(nc3sc4c(c13)CCCC4)CCCCC2 | i | -14
CCCC(=O)c1ccc(CP(=O)(OCC)OCC)o1 | i | -11
CC(N=Cc1c(O)n(C2CC2)c(=S)[nH]c1=O)c1ccccc1 (stereo not given) | i | -20
CCC1=C(C)C(N2CCOCC2)=NP(N2CCOCC2)(N2CCOCC2)=N1 | i | -13
(listing goes on)
SMILES | CHT allo act | OX1R antag
CCn1c(P(C)(=O)O)nc2cc(NC(=O)c3ccccc3F)ccc21 | i | -10
COc1ccc(-c2nc3ccccc3n2OC(=O)N(C)C)cc1 | i | -23
COc1ccc(C(=O)C2CCCN(C3CSCCSC3)C2)c(C)c1 (stereo not given) | i | -43
c1ccc(C2NCCc3[nH]cnc32)cc1 (stereo not given) | i | -17
O=C(O)CCn1cc(C=C2C(=O)NC(=S)NC2=O)c(-c2cccc(Br)c2)n1 | i | -17
CCCCn1c(O)c(C(CC)=Nc2cccc(C(=O)O)c2)c(=O)[nH]c1=O | i | -6
O=c1[nH]c(=O)n(-c2cccc(Cl)c2)c(O)c1C=NCCCN1CCOCC1 | i | -14
COCCCNC(=O)c1c(NC(=O)c2ccccc2Cl)n(Cc2ccccc2)c2nc3ccccc3nc12 | i | -25
Cc1cc(C=C2C(=O)NC(=S)NC2=O)c(C)n1C1CCCC1 | i | -18
C=CC[N+]1(C)C2CCC1CC(O)C2 (stereo not given) | i | -6
CC(CC(C#N)(c1ccccc1)c1ccccc1)N(C)C (stereo not given) | x | -12
CC[C@H](C)/C=C(C)/C=C/C1=CC2=C(Cl)C(=O)[C@](C)(OC(C)=O)C(=O)C2=CO1 | x | -7
COc1ccc(CC2c3cc(OC)c(OC)cc3CCN2C)cc1OC (stereo not given) | i | -7
COC(=O)C1=C(c2cc3ccccc3o2)C[C@@H]2CC[C@H]1N2C(=O)NC(C)C | i | -19
C[C@]12CCC(=O)C[C@H]1CC[C@@H]1[C@@H]2CC[C@]2(C)[C@@H](O)CC[C@@H]12 | i | -12
COc1ccc(CC(=O)N(C)C2CCCN(Cc3ccccc3F)C2)cc1OC (stereo not given) | i | -30
COC(=O)c1c(C)n(Cc2ccccc2)c2ccc(O)cc12 | i | -20
Cc1nc2c(c(C)nn2-c2ccccc2)c(C)c1CCC(=O)N1CCC2(CC1)OCCO2 | i | -18
CC(CN1CCOCC1)OC(=O)Cc1ccccc1 (stereo not given) | i | -3
COP(=S)(OC)c1c(C)nn(CCC#N)c1NC(=O)c1ccc(Cl)cc1 | i | -2
CC1CCN(C(=O)CCl)CC1 | i | -7
O=[N+]([O-])c1ccc(N2CCNCC2)cc1N1CCCCC1 | i | -13

Shown as comma-separated lines: part of the list above.
SMILES,CHT allo act,OX1R antag
CCCCn1c(O)c(C(CC)=Nc2cccc(C(=O)O)c2)c(=O)[nH]c1=O,i,-6
O=c1[nH]c(=O)n(-c2cccc(Cl)c2)c(O)c1C=NCCCN1CCOCC1,i,-14
COCCCNC(=O)c1c(NC(=O)c2ccccc2Cl)n(Cc2ccccc2)c2nc3ccccc3nc12,i,-25
Cc1cc(C=C2C(=O)NC(=S)NC2=O)c(C)n1C1CCCC1,i,-18
C=CC[N+]1(C)C2CCC1CC(O)C2 (stereo not given),i,-6
CC(CC(C#N)(c1ccccc1)c1ccccc1)N(C)C (stereo not given),x,-12
CC[C@H](C)/C=C(C)/C=C/C1=CC2=C(Cl)C(=O)[C@](C)(OC(C)=O)C(=O)C2=CO1,x,-7
COc1ccc(CC2c3cc(OC)c(OC)cc3CCN2C)cc1OC (stereo not given),i,-7
COC(=O)C1=C(c2cc3ccccc3o2)C[C@@H]2CC[C@H]1N2C(=O)NC(C)C,i,-19
C[C@]12CCC(=O)C[C@H]1CC[C@@H]1[C@@H]2CC[C@]2(C)[C@@H](O)CC[C@@H]12,i,-12
COc1ccc(CC(=O)N(C)C2CCCN(Cc3ccccc3F)C2)cc1OC (stereo not given),i,-30
COC(=O)c1c(C)n(Cc2ccccc2)c2ccc(O)cc12,i,-20
Cc1nc2c(c(C)nn2-c2ccccc2)c(C)c1CCC(=O)N1CCC2(CC1)OCCO2,i,-18
CC(CN1CCOCC1)OC(=O)Cc1ccccc1 (stereo not given),i,-3
COP(=S)(OC)c1c(C)nn(CCC#N)c1NC(=O)c1ccc(Cl)cc1,i,-2
CC1CCN(C(=O)CCl)CC1,i,-7
O=[N+]([O-])c1ccc(N2CCNCC2)cc1N1CCCCC1,i,-13
